Source: PubChem (several laboratories)
V-ATPase pH: alters yeast V-ATPase proton transport; S. cerevisiae, pHLuorin cytosolic pH fluorescence; response, % at 10 µM; hit rate 0.37% among 350,000; in the data active means response mostly above about 7.3%, no sharp cut-off; inactive means mostly below about 5.4%; further: actives read high; inactives centre near 0; some compounds called inactive have numbers as strong as hits; reference of the scale not given here
Wnt bcat act: Wnt/beta-catenin pathway activation | Wnt/beta-catenin reporter cell assay, activator, plate reader | hit rate 1.2% among 300,000 | AID 743398 | activation, % at 9.35 µM; in the data active means activation above about 30%, passing the limit was not always enough; inconclusive means no clear call, values can overlap the other calls;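 further: 0% = neutral control wells and 100% = positive control wells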
dFosB act: activators of mouse delta FosB homodimer; activation, % at 25 µM; P13346; AID 493131; purified delta FosB, TAMRA-CDK5 oligo fluorescence polarization; percent of positive-control signal above neutral wells; hit rate 0.99% among 340,000;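 active means mean activation above about 17%, with every replicate also reaching it, limit read from the data, passing the limit was not always enough; inconclusive means only one of the two conditions met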;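 further: fluorescence polarization rise as delta FosB binds a TAMRA Cdk5 AP-1 oligo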
Target sequence (P13346 whole entry, looked up): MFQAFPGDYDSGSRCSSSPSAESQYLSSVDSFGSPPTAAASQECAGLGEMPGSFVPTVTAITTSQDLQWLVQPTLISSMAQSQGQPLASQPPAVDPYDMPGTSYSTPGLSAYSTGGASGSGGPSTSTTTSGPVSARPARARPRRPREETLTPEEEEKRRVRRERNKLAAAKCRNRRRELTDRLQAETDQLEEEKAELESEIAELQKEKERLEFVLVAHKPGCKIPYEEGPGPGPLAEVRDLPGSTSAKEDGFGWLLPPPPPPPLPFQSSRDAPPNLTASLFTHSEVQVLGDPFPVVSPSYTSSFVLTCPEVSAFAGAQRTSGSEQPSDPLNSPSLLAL
HTR5A ag: counter-screen for OPRM1-OPRD1 agonists: human HTR5A agonism | hit rate 0.61% among 340,000 | activation, % at 9.3 µM | HTR5A agonist assay, luminescence, cell-based | AID 504692 | P47898; in the data active means activation mostly above about 9.5%, no sharp cut-off; inactive means mostly below about 7.6%;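 further: 0% = cells with vehicle only and 100% = reference agonist; strong numbers were not always called active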
HTR5A inv ctr: counter-screen for OPRM1-OPRD1 inverse agonists: human HTR5A inverse agonism. AID 504634. inhibition, % at 9.3 µM. P47898. hit rate 0.083% among 340,000. HTR5A cell line, luminescence; in the data active means inhibition mostly above about 23%, no sharp cut-off; inactive means mostly below about 18%;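 further: 0% = cells with DMSO and 100% = no-cell wells with DMSO; some compounds called inactive have numbers as strong as hits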
SR-BI DiI inh: inhibitors of mouse SR-BI mediated HDL lipid uptake | AID 488896 | hit rate 0.96% among 320,000 | ldlA[mSR-BI] CHO cells, DiI-HDL uptake fluorescence, 3 h | inhibition, % at 12.5 µM;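 active means mean replicate inhibition of at least 70% and a set share of replicates each scoring 70 or more; inconclusive means meets just one of the two criteria; inactive means fails both criteria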;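 further: 0% = median of neutral control wells and 100% = median of positive control wells; values of inactives mirror those of a sister screen read the other way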
PvdQ acylase: P. aeruginosa PvdQ acylase inhibition. purified PvdQ acylase, fluorescence plate reader. inhibition, % at 10 µM. hit rate 0.063% among 340,000; in the data active means inhibition above about 30%, passing the limit was not always enough; inconclusive means no clear call, values can overlap the other calls;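 further: 0% = vehicle neutral wells and 100% = reference inhibitor wells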
MITF TRPM1 HTS: MITF TRPM1 promoter activation in melanoma cells. SK-MEL-5 TRPM1-promoter luciferase, 24 h; % of positive control, neutral wells = 0. activation, % at 12.5 µM. hit rate 0.75% among 300,000. AID 588334;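 active means mean activation of at least 80% with every replicate also reaching 80%; inconclusive means mean reaches 80% but some replicate falls short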;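 further: 0% = neutral control wells and 100% = parthenolide positive control wells; values of inactives mirror those of a sister screen read the other way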
CDK5 inh: CDK5/p35 (human) kinase inhibition. Q00535+Q15078. Recombinant CDK5/p35, ADP-Glo luminescence, 60 min. inhibition, % at 10 µM. hit rate 0.01% among 330,000. AID 488839;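 active means highest replicate inhibition of at least 50% and at least 75% of replicates reaching 50%; inconclusive means only one of the two criteria met; inactive means both criteria failed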;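 further: plate controls were DMSO neutral control for no effect and GW8510 at 10 µM for full effect; many of its hits are not listed in these tables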
Target sequence (Q00535 whole entry, looked up): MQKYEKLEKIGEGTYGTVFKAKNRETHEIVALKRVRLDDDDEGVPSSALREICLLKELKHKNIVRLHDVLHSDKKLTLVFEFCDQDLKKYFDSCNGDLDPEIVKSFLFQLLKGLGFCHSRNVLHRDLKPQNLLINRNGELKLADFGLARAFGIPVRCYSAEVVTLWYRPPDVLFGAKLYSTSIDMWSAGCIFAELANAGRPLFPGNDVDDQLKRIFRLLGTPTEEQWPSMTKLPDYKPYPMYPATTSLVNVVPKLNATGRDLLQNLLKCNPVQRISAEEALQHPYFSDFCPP
Target sequence (Q15078 whole entry, looked up): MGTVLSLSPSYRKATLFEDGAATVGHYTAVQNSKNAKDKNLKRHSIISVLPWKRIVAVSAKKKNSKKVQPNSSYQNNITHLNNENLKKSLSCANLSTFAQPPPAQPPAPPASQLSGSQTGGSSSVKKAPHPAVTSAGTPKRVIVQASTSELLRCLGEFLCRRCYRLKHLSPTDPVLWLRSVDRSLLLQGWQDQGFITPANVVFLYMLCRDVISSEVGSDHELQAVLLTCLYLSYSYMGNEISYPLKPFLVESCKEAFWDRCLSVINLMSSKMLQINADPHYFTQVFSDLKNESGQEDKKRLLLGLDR
NSD2 inh: blocks human histone methyltransferase NSD2 | O96028 | NSD2 peptide methylation, AlphaScreen, 120 min | inhibition, % at 12.5 µM | hit rate 0.54% among 310,000; in the data active means inhibition above about 50%
* hit, by the source's call; ? = inconclusive; . = no result given; & = joins results of further samples.

The first three entries, ahead of the listing:
SMILES	V-ATPase pH	Wnt bcat act	dFosB act	HTR5A ag	HTR5A inv ctr	SR-BI DiI inh	PvdQ acylase	MITF TRPM1 HTS	CDK5 inh	NSD2 inh
CCn1c(CSc2nc(C)cs2)nc2cc(S(=O)(=O)N(C)C)ccc21	-7	-2	-4	-1	14	7	4	-5	1.4	-2
CC(=O)N1c2c(cc(Br)cc2S(=O)(=O)N2CCN(C(=O)c3ccco3)CC2)CC1C (stereo not drawn)	2	-2	-20	0	0	-31	-6	.	1.0	2
O=C(Nc1nccs1)c1nc(-c2ccccc2)n(-c2ccccc2)n1	-1	-5	-5	-1	-34	31	-12	7	0.0	-3

The listing, previewed entries included:
SMILES	V-ATPase pH	Wnt bcat act	dFosB act	HTR5A ag	HTR5A inv ctr	SR-BI DiI inh	PvdQ acylase	MITF TRPM1 HTS	CDK5 inh	NSD2 inh
CCn1c(CSc2nc(C)cs2)nc2cc(S(=O)(=O)N(C)C)ccc21	-7	-2	-4	-1	14	7	4	-5	1.4	-2
CC(=O)N1c2c(cc(Br)cc2S(=O)(=O)N2CCN(C(=O)c3ccco3)CC2)CC1C (stereo not drawn)	2	-2	-20	0	0	-31	-6	.	1.0	2
O=C(Nc1nccs1)c1nc(-c2ccccc2)n(-c2ccccc2)n1	-1	-5	-5	-1	-34	31	-12	7	0.0	-3
O=S(=O)(NCc1ccccc1)c1cnc[nH]1	0	.	-3	2	17	-58	-11	9	0.0	-8
C=CCn1c(SCc2c(Cl)cccc2Cl)nnc1-c1cccnc1	3	.	-6	0	1	8	3	.	-2.4	3
Clc1ccc(Sc2oc(/C=N/n3cnnc3)cc2Br)cc1	1	0	-11	-4	10	-9	-10	0	1.1	1
O=C(N/N=C/c1cc(Br)ccc1O)c1ccncc1	-3	-3	-9	5	-13	120*	-15	-75	1.2	-2
Cc1ccc(C(=O)NNCC(=O)Nc2ccc(Cl)cc2F)cc1	1	-3	2	-4	3	-13	7	-2	1.6	-3
CCN(CC)S(=O)(=O)c1cccc(-c2nnc(SCC(=O)NC3CCCCCCC3)n2N)c1	-1	-3	-6	0	6	4	-11	-14	-2.5	6
CC(C)(C)OC(=O)N/N=C\c1ccc(OC(=O)c2cccs2)cc1	-7	16	-1	3	16	6	11	12	0.8	-2
O=C(CCCN1C(=O)/C(=C\c2ccccc2)SC1=S)Nc1ccccc1O	5	0	?	5	-15	8	-4	-22	-0.7	.
COC(=O)c1ccc(N=NN2CCCCCC2)cc1	-4	0	-7	3	-7	-2	7	106*	2.6	-1
Cc1ccc(O)c(C(=O)c2cnc(/N=C(\N)N(C)C)nc2)c1	-1	4	-6	-4	9	-5	-19	7	1.6	-3
Cc1nc2ccc([N+](=O)[O-])cc2c(=O)n1Cc1ccc(F)cc1	-1	4	-11	2	12	-44	-5	-6	-0.4	2
Cc1cc(F)ccc1S(=O)(=O)N1CCCOC1CNC(=O)C(=O)NCCc1c[nH]c2ccccc12 (stereo not drawn)	2	.	-9	16*	-75	-3	-7	-19	0.8	1
CC(=O)c1cccc(NC(=O)C2CCCN(S(=O)(=O)c3ccc(F)cc3)C2)c1 (stereo not drawn)	-2	-1	4	5	-13	12	3	-17	-0.9	-6
COc1cccc(CNC(=O)c2ccccc2-c2ccccc2C(=O)O)c1	4	-1	-1	-2	9	-16	9	.	8.9	1
CCC(=O)N1c2ccccc2-c2nnc(SC)nc2OC1c1ccc(N(C)C)cc1 (stereo not drawn)	0	1	-13	5	-13	.	-8	5	-0.3	.
COc1ccc(C(=O)NCc2nnc(SCC(=O)NCc3ccco3)o2)cc1OC	2	-1	0	-2	0	-1	-4	4	2.0	2
COc1ccc(CN(Cc2cc3cc4c(cc3[nH]c2=O)OCO4)C(=O)NC2CCCCC2)cc1	3	.	4	-4	-10	14	-7	-1	-0.7	4
CC(C)[C@H](NC(=O)c1ccco1)C(=O)N(C)Cc1c(F)cccc1Cl	-1	-2	-5	4	8	-15	-1	1	0.8	-10
NC(=O)c1nc(C(=O)N2CCN(c3ccccc3)CC2)c2ccccc2n1	3	1	-1	4	-11	-6	12	.	-0.7	.
CCc1cc(C(=O)Nc2ccc(OC)nc2)sc1C	5	21	-15	-2	4	50	-10	59	1.7	-5
COc1ccc(NC(=O)Nc2nc3ccccc3s2)cc1	-2	2	4	1	-3	14	8	?	3.0	-1
CCC1(c2ccc(F)cc2)NC(=O)N(CC(=O)NCc2ccc(C)cc2)C1=O (stereo not drawn)	3	-1	-8	1	-4	-24	-7	-1	0.9	-1
N/C(=N\O)c1ccccc1-n1cccc1	-3	0	-1	-2	5	26	-14	-3	-6.2	2
COc1ccc(CN(CC2CCCO2)C(=O)c2cc3ccccc3oc2=O)cc1 (stereo not drawn)	-2	0	-4	2	-8	-15	-6	.	1.6	2
COC(=O)c1c(C)oc2ccc(NS(=O)(=O)c3cc(OC)ccc3OC)cc12	-1	.	-1	3	-7	1	2	1	0.9	2
CCOc1cc2c(C#N)c(N3CCOCC3)nc(N)c2c(N)n1	-1	.	0	3	-11	5	-2	-5	0.3	70*
CN1CCc2c(sc3nc(SCC(=O)NCc4ccco4)n(-c4ccccc4)c(=O)c23)C1	-1	16	-10	-4	-1	3	-10	50	1.2	6
COc1cc(/C=C/C(=O)O)cc(S(=O)(=O)Nc2cccc(SC)c2)c1OC	0	.	8	0	16	-60	-12	1	-1.2	1
O=C(NCCCn1ccnc1)c1ccc(C(F)(F)F)cc1	1	4	3	1	-5	-3	-20	1	0.6	-1
Cc1n[nH]c(=O)c2c(NC(=O)CSc3cc(Cl)ccc3Cl)oc(C)c12	-1	-6	-5	2	-5	20	-5	-6	-2.1	2
CC(C)[C@H](NC(=O)c1ccco1)C(=O)OCC(=O)Nc1cccc(F)c1	-4	0	-8	-3	8	-1	-13	-12	0.7	-3
C/C(=N/NC(=O)c1ccccc1O)c1ccc(N2C(=O)C3CCCCC3C2=O)cc1 (stereo not drawn)	-1	9	-5	1	-27	-5	-13	-4	-1.0	-6
COc1ccccc1NC(=O)c1ccc(NC(=O)COC(=O)C2(C)CC2(Cl)Cl)cc1 (stereo not drawn)	-2	-6	5	1	5	29	-11	-11	-0.2	-1
COc1cccc(-c2nn(C)c3sc(C(=O)NCc4ccc(C)o4)cc23)c1	2	10	-30	6	-4	69	-11	-11	0.0	-3
Cc1ccccc1N1CCN(C2CCCN(C(=O)CCC(F)(F)F)C2)CC1 (stereo not drawn)	1	-1	2	4	-11	.	-15	-4	0.7	-1
COc1ccc(NC(=O)COC(=O)[C@@H]2CCCN2C(=O)c2cccs2)c(OC)c1	-1	.	-5	-4	12	-10	-12	.	-2.8	-2
Cc1ccc(-c2n[nH]c(=O)c3ccccc23)cc1S(=O)(=O)NCCN1CCOCC1	-1	.	1	-2	7	9	-16	4	1.0	1
COc1ccc2nc(/N=C(\N)NC(=O)Nc3ccccc3)nc(C)c2c1	-1	.	52*	0	10	26	-6	10	.	-3
CCOc1cc(/C=N\NC(=O)c2c(C)nc3ccccn23)ccc1O	-2	0	-3	1	-7	-3	-6	3	0.1	2
CCOC(=O)c1ccc(NC(=O)CNC(=O)C23CC4CC(CC(C4)C2)C3)cc1	-1	.	-1	4	8	-13	7	5	5.9	-1
CCCNc1cc(C)oc(=O)c1C(=O)CCC	3	.	-8	0	6	6	-10	10	0.8	-1
CCNS(=O)(=O)c1ccc(C(=O)OCc2cc(=O)oc3cc(OC)ccc23)cc1	-1	-4	-12	2	-6	.	-11	3	1.3	1
CN(C)c1ccc(P(=O)(OC2CCCCC2)C(O)c2ccncc2)cc1 (stereo not drawn)	1	3	-1	-6	-24	-7	4	-1	-1.8	0
CCCCC(=O)Nc1ccc(C(=O)Nc2cc(C(F)(F)F)ccc2Cl)cc1	1	.	8	-2	4	68	-8	-13	0.1	.
O=C(C1CCCN(Cc2ccccc2F)C1)N1CCCC1 (stereo not drawn)	0	-2	-7	0	0	-40	-11	.	-1.0	0
COc1ccc(CCNC(=O)C(CCC(N)=O)NS(=O)(=O)c2ccc(Cl)cc2)cc1OC (stereo not drawn)	4	2	3	1	-4	-9	1	-10	0.8	1
COc1cc(NC(=O)c2cncc(-c3ccc(C#N)cc3)c2)cc(C(=O)Nc2cccc(C(F)(F)F)c2)c1	0&-5	-3&-16	-12	2	-5	45	-7	-71	-0.3	.
Cc1cc(N2C(=O)C(=O)/C(=C(/O)c3ccccc3)C2c2cccs2)no1 (stereo not drawn)	3	.	0	3	18	1	-7	3	-2.9	-3
O=C(Nc1ccc(Cl)cc1Cl)c1ccc2c(=O)n3c(nc2c1)CCC3	1	42*	-10	3	-8	18	-5	?	0.2	0
COc1ccccc1NC(=O)NC(=O)N(C(C)C)S(C)(=O)=O	7	.	-1	-2	-24	21	-7	-3	-0.1	-4
CCc1nn(C(CC)C(=O)NCCCN2CC(C)CC(C)C2)c(=O)c2cc3oc(C)cc3n12 (stereo not drawn)	-5	-2	-2	5	-18	10	8	-12	0.8	5
COc1ccc(C2=NOC(C(=O)Nc3cccnc3)C2)cc1 (stereo not drawn)	0	-9	-6	-3	-14	-8	12	.	0.7	.
Cc1ccccc1-c1cc(C(=O)NCc2cccc(C(F)(F)F)c2)nn1CC1CC(c2cccc([N+](=O)[O-])c2)=NO1 (stereo not drawn)	0	-12	-2	-3	11	30	-15	-3	0.9	.
CCN(CC)Cc1c(C(=O)OC)nnn1-c1nonc1N	-6	.	-2	1	-1	-2	2	-12	-0.6	-1
CC(C)Cn1c(=O)c2ccccc2c2ccccc2c1=O	2	-2	-3	-1	3	13	-6	4	-1.0	.
CCOC(=O)CCNC(=O)Nc1ccc2nc(C)n(Cc3ccccc3Cl)c(=O)c2c1	-2	.	-5	-5	-9	5	15	14	-0.8	0
Nc1nc2ccccc2n1C(=O)c1cccs1	2	0	5	4	-48	17	-12	70	1.6	-2
Other compounds:
SMILES	V-ATPase pH	Wnt bcat act	dFosB act	HTR5A ag	HTR5A inv ctr	SR-BI DiI inh	PvdQ acylase	MITF TRPM1 HTS	CDK5 inh	NSD2 inh
Cc1cc(C)n(CCC(=O)N/N=C/c2cccc([N+](=O)[O-])c2)n1	8	1	-6	4	-18	15	-16	.	2.1	.
c1ccc(C2=Nc3ccccc3NC(c3ccccc3)C2)cc1 (stereo not drawn)	0	.	-8	-7	-17	14	-14	?	-0.5	2
O=C(CNC(=O)c1ccccc1F)c1ccccc1	6	38*	-3	0	-1	16	8	.	13	-2
CCSc1ncc(Cl)c(C(=O)Nc2sc3c(c2C(=O)NCc2cccnc2)CCCC3)n1	1	.	1	-3	8	6	-3	11	2.8	.
CC1CC(=O)C=C(O)C1C(=O)OC(C)(C)C (stereo not drawn)	0	-2	1	2	-15	-8	0	7	-0.9	-1
O=C(CNC(=O)c1ccccc1Br)N/N=C/c1cccs1	2	1	-15	-2	9	.	0	3	-0.1	1
CN1C(=O)c2ccccc2C(C(=O)O)C1c1cccc(Cl)c1 (stereo not drawn)	5	-4	8	-2	-5	-17	-3	10	-0.9	1
O=C1CC(c2ccc(F)cc2)CC(O)=C1C=NCCN1CCNCC1 (stereo not drawn)	-2	.	-6	2	-12	9	-10	-7	0.0	4
O=C(c1ccccc1)c1ccc(OCC(O)CN2CCN(S(=O)(=O)N3CCCCC3)CC2)cc1 (stereo not drawn)	-1	.	-9	3	10	44	-11	-17	-0.7	-1
Cn1c(-c2ccc(Br)o2)nc2cc(Br)ccc21	2	8	0	1	-31	28	5	45	2.5	1
